B2AR arrestin: beta2AR (human) beta-arrestin recruitment activity; P07550; beta-arrestin recruitment to beta2AR, cell-based reporter; Potency, µM (series often up to 46.1 µM), inactives show top-dose activation, hits mostly activators; 0.02% of 330,000 active;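 also: potency is read from the fitted curve at half-maximal effect; 0% = DMSO controls and full agonism = EC100 isoproterenol or metaproterenol; nearly all actives have a fitted effect of over 65% in size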
Target sequence (P07550 whole entry, looked up): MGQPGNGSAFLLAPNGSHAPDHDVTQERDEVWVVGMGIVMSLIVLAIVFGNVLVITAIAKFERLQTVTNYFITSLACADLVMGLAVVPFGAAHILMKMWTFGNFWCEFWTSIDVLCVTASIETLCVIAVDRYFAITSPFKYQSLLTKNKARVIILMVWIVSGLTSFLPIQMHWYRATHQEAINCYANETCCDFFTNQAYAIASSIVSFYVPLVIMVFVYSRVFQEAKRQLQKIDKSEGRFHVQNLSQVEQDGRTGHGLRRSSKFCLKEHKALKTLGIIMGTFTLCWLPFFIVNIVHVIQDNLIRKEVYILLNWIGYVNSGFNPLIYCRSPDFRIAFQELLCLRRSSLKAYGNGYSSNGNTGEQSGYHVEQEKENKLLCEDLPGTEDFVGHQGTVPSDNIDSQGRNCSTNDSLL
uPA surface inh: cell surface uPA generation inhibition; Potency, µM (series often up to 38.3 µM), for the others: top-dose activity change, negative = inhibition, actives largely listed as inhibitors; 0.31% of 330,000 active; cell surface uPA generation assay, qHTS; active = well fitted inhibition curve with a large enough effect; inconclusive = small, poorly fitted or top-dose-only effect; inactive = no such curve, though single readings can be large or run the other way; tested in mouse RAW 264.7 cells; also: potency is read from the fitted curve at half-maximal effect; % is scaled to controls: 0 for no effect and ±100 for the full control effect; nearly all actives have a fitted effect of over 55% in size
Eya2 phos inh: inhibitors of human Eya2 phosphatase activity; O00167; recombinant Eya2, OMFP fluorescence dephosphorylation (OMFP is methylfluorescein phosphate); Potency, µM (doses to about 76.9 µM), for inactives: top-dose activity, negative = inhibition, most hits filed as inhibitors; 0.006% of 330,000 active; also: potency is read from the fitted curve at half-maximal effect; % is scaled to controls: 0 for no effect and ±100 for the full control effect
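Eya2 protein (added as 0.2 uM solution) was preincubated with compound for 10 min at ambient temperature in 50 mM HEPES pH 7.5, 50 mM NaCl, 5 uM MgCl2, 0.05% BSA, 1 mM DTT. OMFP (added at 50 uM) then reacted 10 min; fluorescence read at 485/525 nm.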
ELG1 DNA repair: inhibitors of ELG1-dependent DNA repair in HEK293T cells. HEK293T ELG1-luciferase reporter, luminescence, 16 h; DNA damage induced by 5-fluorouridine. Potency, µM (series often up to 46.1 µM), for the others: at the highest dose activity change, negative = inhibition, hits mostly inhibitors. 2.3% of 330,000 active. AID 504467; also: potency is read from the fitted curve at half-maximal effect; % is scaled to controls: 0 for no effect and ±100 for the full control effect; nearly all actives have a fitted effect of over 55% in size
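Overnight (16 hr) co-exposure of 2,000 cells/well to 5-fluorouridine and compound at 37 °C preceded detection. Luciferase was quantified via ONE-Glo luminescence; loss of signal denotes inhibition.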
USP2a block: inhibitors of human ubiquitin-specific protease USP2a; O75604; USP2 core, Ub-CHOP2 coupled fluorogenic reporter, 485/531; Potency, µM (highest dose often 38.3 µM), for inactives: top-dose activity change, negative = inhibition, actives largely listed as inhibitors; 0.01% of 330,000 active;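 also: potency is read from the fitted curve at half-maximal effect; plate controls were DMSO wells for no effect and full inhibition by NEM control for full effect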
Target sequence (O75604 whole entry, looked up): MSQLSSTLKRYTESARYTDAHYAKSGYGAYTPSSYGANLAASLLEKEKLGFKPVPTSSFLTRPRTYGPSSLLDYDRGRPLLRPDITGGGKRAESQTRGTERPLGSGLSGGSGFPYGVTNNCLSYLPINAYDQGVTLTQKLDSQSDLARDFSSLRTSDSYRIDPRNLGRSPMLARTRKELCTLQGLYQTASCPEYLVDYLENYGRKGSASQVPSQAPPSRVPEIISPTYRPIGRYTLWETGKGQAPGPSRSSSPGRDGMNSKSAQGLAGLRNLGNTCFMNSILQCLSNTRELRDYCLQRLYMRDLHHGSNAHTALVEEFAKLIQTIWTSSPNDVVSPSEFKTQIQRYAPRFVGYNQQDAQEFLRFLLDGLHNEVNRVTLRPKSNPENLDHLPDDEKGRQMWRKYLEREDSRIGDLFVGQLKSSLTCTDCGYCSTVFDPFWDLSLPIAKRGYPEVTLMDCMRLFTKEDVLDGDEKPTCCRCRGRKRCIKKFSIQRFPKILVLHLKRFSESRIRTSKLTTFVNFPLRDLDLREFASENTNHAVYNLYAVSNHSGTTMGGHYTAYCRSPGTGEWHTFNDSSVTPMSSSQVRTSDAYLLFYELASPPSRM
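USP2 core (10nM final) preincubated 30min RT with compound in 20mM Tris-HCl pH 8.0, 2mM CaCl2, 2mM beta-mercaptoethanol, 0.05% CHAPS; 25nM Ub-CHOP2 plus 25nM reporter substrate added, fluorescence (Ex485/Em531) read after 60min.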
TCR act: activates T cell receptor signaling; primary human leukocytes, anti-CD3, IL-2 HTRF, 48 h; Potency, µM (doses to about 9.22 µM), for inactives: at the top dose activation of IL-2 secretion, most hits filed as activators; 330,000 tested, under 10 active; AID 504894; also: % of control where 0% means no effect
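Human primary leukocytes + a-CD3 beads + cpd, 48 hr; IL-2 in supernatant by HTRF (ex 320nm / em 665nm). No co-stimulatory signal supplied.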
Mito fusion yeast: inhibitors of mitochondrial division or activators of mitochondrial fusion. 0.23% of 320,000 active. S. cerevisiae fusion-defective mutant growth rescue, CellTiterGlo 48 h. Potency, µM (series often up to 46.1 µM), for the others: at the highest dose growth rescue (activation), usual class: activators. AID 485298;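 also: potency is read from the fitted curve at half-maximal effect; % of control where 0% means no effect; nearly all actives have a fitted effect of over 45% in size; temperature-sensitive fusion mutants such as fzo1-1 at 37 °C on non-fermentable ethanol glycerol medium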
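Yeast fusion mutant, YPEG (non-fermentable carbon), compound, 48 h at 37C non-permissive; CellTiterGlo added, 10 min RT, luminescence read. Rescued growth = division inhibition.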
Tb PFK block: blocks T. brucei phosphofructokinase; T. brucei PFK, ADP-Glo luminescence; 0.17% of 330,000 active; AID 485367; O15648; Potency, µM (highest dose often 57.5 µM), for inactives: at the top dose activity, negative = inhibition, hits mostly inhibitors;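 also: potency is read from the fitted curve at half-maximal effect; 0% = uninhibited 1x PFK enzyme wells and -100% = no-enzyme wells; nearly all actives have a fitted effect of over 60% in size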
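Luminescent ADP detection (ADP-Glo, two-step: ATP depletion then ADP-to-ATP conversion for luciferase) reported PFK activity after 45 min room-temperature reaction of 1.25 nM enzyme with 0.5 mM F6P and 0.1 mM ATP at pH 8.0.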
TSG101-PTAP inh: blocks PTAP/TSG101 interaction to inhibit HIV-1 budding | Fluorescence polarization, FITC-PTAP peptide / Tsg101 binding | Q99816 | Potency, µM (top dose mostly 115 µM), for the others: at the top dose activity change, negative = inhibition, actives largely listed as inhibitors | 340,000 tested, under 10 active; active = well fitted inhibition curve with a large enough effect in the main read-out, with a control signal flat, not every such curve was filed as active; inconclusive = small, poorly fitted or top-dose-only effect, or effect the other way, or a change in a side signal; inactive = no such curve, though single readings can be large or run the other way; also: potency is read from the fitted curve at half-maximal effect; % of control where 0% means no effect
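Fluorescence anisotropy tracks displacement of a FITC-tagged PTAP peptide (50 nM) from the Tsg101 binding domain (10 uM), following a 20 min room-temperature incubation at pH 7.5.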
Chronic BCR inh: inhibitors of chronic active B-cell receptor signaling | ABC-DLBCL IkBa-CBG/CBR reporter, luminescence ratio, 4 h | Potency, µM (top dose mostly 46.1 µM), inactives show at the top dose ratio change, negative = lower green/red ratio, hits mostly inhibitors | 0.05% of 340,000 active | AID 493014; active = well fitted inhibition curve with a large enough effect in the signal ratio, with a control signal flat, not every such curve was filed as active; inconclusive = small, poorly fitted or top-dose-only effect, or effect the other way, or a change in a side signal; the % refers to the signal ratio;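 also: potency is read from the fitted curve at half-maximal effect; plate controls were basal doxycycline-induced cells for no effect and cells given 10 µM MG132 for full effect; MG132 reads +100%, hits lower the ratio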
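TMD8 ABC-DLBCL cells carrying doxycycline-inducible green luciferase fused to IkappaBalpha plus unfused red luciferase were exposed to compounds (up to 46 uM) for 4 hrs at 37C. Activity came from the overlap-corrected green/red luminescence ratio.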
TSHR antag: blocks TSH signaling through the human TSH receptor; 0.2% of 330,000 active; TSHR-expressing cells, TSH-stimulated cAMP HTRF, 2 h; stronger effect = lower value; activity change, negative = inhibition, % at 11.5 µM; P16473;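 active = activity change below a set negative limit, meaning inhibition stronger than a set level, cut at about -70% in these data; inconclusive = activity change between two set negative limits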; also: % is scaled to controls: 0 for no effect and ±100 for the full control effect
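Antagonism was scored as loss of TSH-driven cAMP in TSHR cells, stimulated with 4nM TSH (EC80) for 2 hours at 37 deg C and detected by homogeneous HTRF competition immunoassay.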
Numbers without * were called inactive; ? = inconclusive; . = not tested or not shown; [ ] = dose if it differs, or a comment. Unless noted, calls follow the shape of the dose curve; as a rule, active = well fitted curve in the direction sought with a large enough effect; inconclusive = small, poorly fitted or top-dose-only effect, or another doubt; inactive = no such curve, though single readings can be large; an effect the other way counts as inactive or inconclusive.

Values run as follows: B2AR arrestin | uPA surface inh | Eya2 phos inh | ELG1 DNA repair | USP2a block | TCR act | Mito fusion yeast | Tb PFK block | TSG101-PTAP inh | Chronic BCR inh | TSHR antag
> O=C(NC1CCCCC1)C(c1ccccc1)N1CCc2ccccc21 (configuration not stated)
 : 2.9% | ? | -3% | ? | -7% | 1% | 9% | -26% | -5% | -2% | -5
> Cc1ccc(N(CC(=O)NC(C)c2ccccc2)S(=O)(=O)c2c(C)n[nH]c2C)cc1 (configuration not stated)
 : -0.3% | 0% | 0% | 14% | 2% | -3% | 0% | 1% | 0% | -3% | 1
> Cc1ccc(NCc2nnc(SC(C)C(=O)N/N=C/c3ccc(C)o3)n2-c2ccccc2)cc1 (configuration not stated)
 : 0.0% | 2% | -3% | -10% | 1% | 5% | 3% | 0% | -12% | -4% | 6
> O=C(O)c1c(NC(=O)N2CCOCC2)sc2c1CCCC2
 : 0.4% | -1% | 11% | ? | 6% | -1% | -22% | 4% | 0% | ? | 3
> Cc1[nH]n(-c2ccccc2)c(=O)c1/C=N/NC(=O)COc1ccccc1[N+](=O)[O-]
 : 0.4% | ? | 6% | 2% | 0% | 4%[46.1 µM] | -3% | 6% | -1% | 1% | -10
> CCc1c(C)sc(NC(NC(C)=O)(C(=O)OC)C(F)(F)F)c1C#N (configuration not stated)
 : -1.2% | -2% | 3% | 12% | 1% | -3%[46.1 µM] | 0% | -2% | 0% | 0% | 14
> CCOc1ccc(N2C(=O)CC(NCc3ccc(F)cc3)C2=O)cc1 (configuration not stated)
 : -3.7% | 0% | -2% | -4% | 0% | 2% | 0% | 3% | -6% | 2% | -8
> CC1CCCC(C)N1C(=O)CSc1nnc(C2CCCCC2)o1 (configuration not stated)
 : -0.1% | 1% | 7% | ? | -8% | -2% | 6.3µM* | 2% | -5% | ? | -20
> Cc1ccc(C(=O)OCC(=O)c2ccc[nH]2)s1
 : 0.2% | 11% | 26% | ? | -4% | 4% | ? | -1% | -7% | 1% | 18
> C/C(CC(=O)NC12CC3CC(CC(C3)C1)C2)=N\NC(=O)c1cnccn1
 : 0.1% | -4% | -3% | 24% | -8% | 1% | 8% | -1% | 1% | ? | 1
> O=C(CCCc1nc2ccccc2s1)NCc1cccnc1
 : -0.1% | 11% | -5% | 18% | 1% | 0% | -1% | 4% | -3% | -1% | -13
> COc1ccc(CCNC(=O)C2CCN(C(=O)c3ccc(Cl)cc3)CC2)cc1
 : -0.1% | -4% | -8% | -4% | -1% | 3% | 0% | 5% | -6% | -1% | 6
> Cc1ccc(C(=O)NC(C#N)=C(Cl)Cl)cc1
 : -0.1% | -13% | -1% | ? | 0% | -8% | -11% | 0% | -2% | ? | 12
> COc1ccc2c(c1)CC[C@@H]1[C@@H]2CC[C@]2(C)[C@@H](C(=O)O)C[C@@H]12
 : 0.1% | 0% | 5% | 1% | -1% | 2% | ? | -20% | -12% | 0% | -12
> CCCN1CCN(CCCNC(=O)Cn2nc(-c3ccc(Cl)cc3)ccc2=O)CC1
 : -0.3% | 0% | 7% | 1% | 2% | 4% | 0% | 4% | 0% | ? | -4
> Cc1ccc(S(=O)(=O)N2CCOCC2)cc1NC(=O)CN1C(=O)NC2(CCCC2)C1=O
 : -0.4% | 0% | -9% | -4% | 2% | -1%[46.1 µM] | . | -3% | -3% | 3% | 1
> CN(CC(=O)N1CCCC1)S(=O)(=O)c1cccc(Cl)c1
 : -1.0% | -3% | -5% | -11% | 1% | -6% | 11% | 3% | -3% | -22% | 5
> CCCCCCc1cc2cc(C(=O)Nc3ccccc3)c(=O)oc2cc1O
 : -1.1% | 3% | 5% | ? | 2% | -3%[46.1 µM] | -1% | -3% | -1% | ? | 9
> CCCC(C(=O)NC(C)(C)C)N(Cc1ccc(F)cc1)C(=O)c1snc(C(N)=O)c1N (configuration not stated)
 : -0.1% | 7% | -24% | 4% | 0% | . | 3% | -1% | -2% | 3% | -11
> COc1ccc(C)cc1NC(=O)CSc1nnc(CC(=O)Nc2ccccc2F)n1C
 : -1.3% | 6% | -2% | 2% | 4% | 1% | -1% | -4% | -1% | 0% | -5
> O=C(O)c1ccc(Oc2ccc(S(=O)(=O)c3ccc(C(=O)O)c(C(=O)O)c3)cc2)cc1
 : -0.8% | 6% | -9% | -14% | 5% | 5% | 0% | 2% | -1% | 4% | 10
> NS(=O)(=O)c1ccc(-c2ccc(C=NC3CCS(=O)(=O)C3)o2)cc1 (configuration not stated)
 : -0.6% | . | -4% | 1% | 4% | -2% | 2% | -2% | -4% | -3% | -10
> Cc1ccnc(NS(=O)(=O)c2ccc(N3C(=O)c4c(Cl)c(Cl)c(Cl)c(Cl)c4C3=O)cc2)n1
 : -0.7% | 5% | -3% | 12% | -1% | 8%[46.1 µM] | -4% | -2% | -9% | -2% | 23
> CCOCCCNC(=O)c1ccc2c(c1)N=C(CC)c1cc(Br)ccc1S2
 : 0.1% | -3% | -7% | ? | 0% | 0% | -7% | -4% | -3% | ? | -1
> C=CCC1(CC=C)CCCN1C(=O)c1cc(COc2cncc(Cl)c2)on1
 : -0.3% | . | -2% | 11% | 0% | . | 4% | 1% | . | 1% | -11
> Nc1nc(SCc2ccccc2Cl)nc2nc3c(cc12)CCCC3
 : -0.3% | -3% | 6% | -3% | 1% | . | 2% | -5% | . | 8% | -9
> COc1ccc(N2CCN(C(CNS(=O)(=O)c3ccc(C)cc3)c3ccccc3)CC2)cc1 (configuration not stated)
 : 0.0% | -6% | 3% | ? | 0% | 0% | . | 1% | 2% | 4% | -18
> O=C(NCCN1C(=O)S/C(=C\c2ccccc2)C1=O)c1cc(S(=O)(=O)N2CCOCC2)c(Cl)cc1Cl
 : -0.5% | -7% | -14% | 15µM* | -1% | -6%[46.1 µM] | -9% | 0% | -6% | -8% | -4
> CCOc1ccc(S(=O)(=O)N(C)c2ccc(OCC(=O)NC3=NCCS3)cc2)cc1
 : -0.8% | 2% | -6% | -4% | 2% | 0% | 6% | 1% | 0% | 0% | 9
> CC(C)C(NS(=O)(=O)c1cc(C(=O)O)ccc1Cl)C(=O)O (configuration not stated)
 : 0.0% | 3% | 11% | -5% | -1% | 0% | -6% | -1% | -3% | 6% | 3
> Cn1c(N)nc2nc(CCc3ccccc3)c(=O)[nH]c2c1=O
 : 2.2% | -1% | 3% | 8% | 4% | 4% | 4% | -11% | -10% | -6% | 2
> O=C(Nc1cccnc1)Nc1ccc(Cl)cc1Cl
 : -0.2% | -8% | -1% | -6% | 1% | -1% | 0% | -18% | -6% | ? | -4
> COCCNC(=O)[C@@]1(C)C=C[C@@H](Cc2ccccc2)N1C(=O)c1ccccc1
 : -0.8% | 12% | -8% | ? | 3% | 3% | 3% | 0% | -6% | -4% | -2
> CC1CCN(c2ncnc3nc[nH]c23)CC1
 : -0.2% | -66% | 4% | -10% | 2% | -7% | 3% | 0% | 0% | -4% | 5
> CC(NC(=O)Cc1ccc(NC2=NC3CS(=O)(=O)CC3S2)cc1)c1ccccc1 (configuration not stated)
 : -1.1% | -5% | 9% | 19% | 2% | 0% | -1% | 1% | -1% | -5% | 4
> CCCc1cc(=O)[nH]c(SCC(=O)OCc2ccccc2)n1
 : 0.5% | -1% | 7% | 12% | 1% | 4% | -5% | 0% | -1% | -1% | -8
> CCN(CC(=O)NCc1ccc(Cl)cc1)C(=O)CSc1ccc(F)cc1
 : -0.1% | 0% | 6% | 1% | 1% | 6% | -5% | 5% | 0% | 8% | 8

Screens: PubChem, National Center for Advancing Translational Sciences (NCATS)
